Bioassay records deposited in PubChem by several laboratories.
NOD1 inhibition = inhibition of NOD1-driven NF-kB reporter – cell-based, luminescence, uHTS, primary screen (AID 1578); one-dose inhibition, % at 4 µM; EC50 in µM for titrated hits; NOD1-driven NF-kB luciferase reporter cells, luminescence; higher % means a stronger effect; 1% of 290,000 active; in the data active = inhibition mostly above about 36%, no sharp cut-off; inactive = mostly below about 34%;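 also: HEK-293T reporter cells stimulated with the NOD1 agonist gamma-tri-DAP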
KOR beta-arrestin-1 = KOR antagonists, beta-arrestin recruitment, cell-based, luminescence, uHTS (AID 1778). KOR beta-arrestin recruitment, luminescence, antagonist mode; higher % means a stronger effect. inhibition, % at 10 µM, or IC50 in µM where a hit was titrated. 0.091% of 290,000 active; also: strong numbers were not always called active
NOD2 inhibition = inhibition of NOD2-driven NF-kB reporter – cell-based, luminescence, uHTS, HEK293 (AID 1566); 0.63% of 290,000 active; HEK293 NOD2/NF-kB luciferase reporter, luminescence; higher % means a stronger effect; inhibition, % at 4 µM; hits with a dose series show EC50 in µM; also: many of its hits are not listed in these tables
GPR55 activation = selective activators of receptor GPR55 – imaging, U2OS cells, beta-arrestin-GFP redistribution, primary screen (AID 1961); U2OS GPR55 beta-arrestin-GFP redistribution imaging; higher % means a stronger effect; activation, % at 10 µM; hits with a dose series show EC50 in µM; 0.048% of 290,000 active;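 active = activation above 40% with more than 50 cells counted in the well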;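 also: U2OS osteosarcoma cells stably expressing GPR55 and beta-arrestin-GFP; plate controls were DMSO negative control for no effect and LPI positive control for full effect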
Yfh1-depleted yeast = mitochondrial function rescue without frataxin homolog – Friedreich's ataxia, plus single-dose screen, dose response (AID 1465); S. cerevisiae Yfh1-off respiration, WST-1 reduction, 72 h; higher fold induction means a stronger effect; one-dose fold induction at 50 µM; EC50 in µM for titrated hits; 0.074% of 220,000 active;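 active = fold induction of absorbance versus untreated yeast above a set limit, then at least 30% activation at any dose in follow-up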;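 also: activators that raise dye reduction in frataxin-depleted yeast; strong numbers were not always called active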
TNAP activation fold = stimulation of alkaline phosphatase TNAP activity – biochemical, luminescent, no phosphate acceptor, uHTS, primary screen (AID 1001) | purified TNAP, luminescent activation assay, no phosphate acceptor; higher activation fold means a stronger effect | 0.03% of 200,000 active | activation fold at 20 µM; hits with a dose series show EC50 in µM; in the data active = activation fold from about 3, or a potency from the dose series; inactive = the rest, 99 in 100 with activation fold below about 1.6; also: many of its hits are not listed in these tables
KOR beta-arrestin-2 = KOR agonists, beta-arrestin recruitment, primary screen, cell-based, luminescence, uHTS (AID 1777); KOR beta-arrestin recruitment, luminescence; higher % means a stronger effect; one-dose activation, % at 10 µM; EC50 in µM for titrated hits; 0.02% of 280,000 active; in the data active = activation above about 50%, passing the limit was not always enough; also: a part of the inactive calls stands beside numbers as strong as those of hits
NTR1 agonist = agonists of NTR1, primary screen, imaging, U2OS cells, beta-arrestin-GFP, high content (AID 493036); P30989; NTR1-U2OS beta-arrestin-GFP spot imaging, agonist mode; activation, % at 20 µM; 0.17% of 330,000 active;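 active = activation at or above 40% of the spot to cytoplasm intensity ratio, with at least 20 cells analyzed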;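 also: 0% = DMSO without peptide and 100% = 100 nM NTR1 peptide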
Target sequence (P30989 whole entry, looked up): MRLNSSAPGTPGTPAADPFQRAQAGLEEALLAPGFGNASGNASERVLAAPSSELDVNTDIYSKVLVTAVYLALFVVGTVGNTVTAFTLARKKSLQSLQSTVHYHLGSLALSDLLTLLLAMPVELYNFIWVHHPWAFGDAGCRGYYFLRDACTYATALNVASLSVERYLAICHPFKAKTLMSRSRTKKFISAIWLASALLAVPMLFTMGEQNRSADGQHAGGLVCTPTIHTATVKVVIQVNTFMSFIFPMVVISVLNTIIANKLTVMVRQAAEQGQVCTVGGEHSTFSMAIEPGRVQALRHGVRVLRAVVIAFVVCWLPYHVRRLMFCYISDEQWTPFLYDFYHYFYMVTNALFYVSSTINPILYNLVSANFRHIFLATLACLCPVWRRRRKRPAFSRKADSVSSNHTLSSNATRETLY
ER stress rescue = rescue of cells from ER stress-induced death, primary screen, 384-well, CSM14.1, thapsigargin, ATP luminescence (AID 1222); 190,000 tested, under 10 active; CSM14.1 thapsigargin-induced death rescue, ATP luminescence; higher % means a stronger effect; one-dose cellular ATP content (survival), % at 20 µM; EC50 in µM for titrated hits;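 active = EC50 below 50 µM in the dose-response confirmation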;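 also: death triggered by thapsigargin at about 15 µM added after 2 h compound pretreatment; cell ATP read after overnight thapsigargin exposure of roughly 18 to 22 hours; normalized against plate controls of thapsigargin alone and 5% DMSO vehicle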
NTR1 agonist cell count 20 µM = further read-out of NTR1 agonist, marked with its call; cell count; measured here: cell count, cytotoxicity flag
* hit, by the source's call; i = inactive; x = no result given; [ ] = another dose, or the depositor's remark. Rule as the data show it, unless noted: active = inhibition above about 50%; inactive = the rest. Only part of the results is shown; count on the stated rates, not on these rows.

SMILES	NOD1 inhibition	KOR beta-arrestin-1	NOD2 inhibition	GPR55 activation	Yfh1-depleted yeast	TNAP activation fold	KOR beta-arrestin-2	NTR1 agonist	NTR1 agonist cell count 20 µM	ER stress rescue
Cc1ccc(NC(=O)c2cnn(-c3ccccc3)c2NC(=O)c2ccco2)cc1	1.7%	6.4%	13.2%	1.8%	i	1.2	-3.4%	2.0	58	0.0%
CN(C)CCn1c2ccccc2c2nc3ccc([N+](=O)[O-])cc3cc21	-8.5%	-5.0%	-184.1%	0.9%	i	x	0.5%	0.5	66	x
Cc1cccc(NC(=O)C2CCN(c3ncnc4c3nc3n4CCCCC3)CC2)n1	19.4%	-2.3%	33.6%	38.2%	x	x	-0.7%	3.7	63	x
O=C(Nc1cc(Cl)ccc1Cl)N1CCCC1	-42.3%	-31.8%	-7.2%	0.4%	i	1.1	-4.5%	0.4	92	1.1%
CCOC(=O)N1CCN(C(=O)COc2cccc3c2CCN(Cc2ccccc2C)C3=O)CC1	0.9%	23.1%	3.3%	-0.2%	i	1.1	-0.8%	-0.1	44	-1.7%
CC1(c2ccccc2Cl)NC(=O)N(CC(=O)NCc2ccco2)C1=O (stereo not drawn)	-18.0%	-1.5%	2.3%	-0.3%	i	1.1	1.2%	1.4	80	x
CCn1ccnc1CN1CCN(CC(C)C)C(CCO)C1 (stereo not drawn)	-10.9%	-40.0%	12.0%	-0.2%	i	1.1	-3.8%	-2.6	52	0.8%
CC(C)(C)c1nnc2sc(SCC(=O)c3cccs3)nn2c1=O	-32.5%	-27.5%	4.9%	0.6%	i	1.1	1.0%	4.9	39	2.1%
CCCCCCN(C(=O)CCCCCN1C(=O)NC(c2ccccc2)C(C(=O)OCc2ccccc2)=C1C)C(C(=O)NCCCC)c1ccc(OCC(=O)OC)c(C(=O)OC)c1 (stereo not drawn)	-7.0%	-15.7%	4.0%	0.7%	i	x	3.7%	x	x	x
COc1ccc(/C=C/C(=O)NC2=NCCS2)cc1OC	-34.6%	5.6%	-13.5%	-0.4%	i	1.2	-9.1%	1.3	50	-1.4%
COCCNc1oc(Cc2cccc3ccccc23)nc1C#N	-2.7%	-16.2%[20 µM]	5.9%	-0.2%	x	x	-4.8%	-0.3	61	x
O=C(/C=C/c1ccccc1)NC(=S)NNC(=O)Cc1cccs1	-23.4%	-26.6%	1.0%	0.0%	i	1	3.3%	-0.5	55	-1.0%
CN1c2ccc([N+](=O)[O-])cc2N(C)C1(C)c1ccccc1 (stereo not drawn)	-3.0%	-14.3%	18.8%	-0.2%	x	x	0.9%	0.4	64	x
O=C(C1CCCO1)N1CCN(S(=O)(=O)c2ccc(Cl)cc2)CC1 (stereo not drawn)	-7.1%	3.5%	22.4%	0.3%	x	x	-5.0%	-0.7	68	x
COc1ccc(C(=O)NNC(=O)CCc2ccccc2OC)cc1	2.6%	-55.6%	-1.6%	0.0%	x	x	6.0%	-1.0	55	x
NC(=O)c1ccsc1NC(=O)c1coc2ccccc2c1=O	-65.5%	13.4%	-97.9%	0.2%	i	1.1	-1.1%	0.8	93	-2.4%
COc1ccc(/C=N/NC(=S)NC2CCS(=O)(=O)C2)cc1OC (stereo not drawn)	9.7%	-5.0%	-3.2%	-0.1%	i	1	17.8%	0.6	63	2.1%
Cc1ccc(S(=O)(=O)N2CCC(C(=O)N3CC(C)OC(C)C3)CC2)cc1 (stereo not drawn)	-31.9%	18.8%	-2.1%	-0.1%	x	x	-1.8%	0.8	71	x
COc1ccc(NC(=O)/C(C#N)=C/c2ccc3c(c2)n(C)c(=O)n3C)cc1	-29.6%	10.6%	1.4%	-0.3%	i	1.1	0.7%	1.5	79	-3.2%
S=C(Nc1ccccc1)N1CCN(C/C=C/c2ccccc2)CC1	-6.9%	-22.0%[20 µM]	13.2%	-0.1%	i	1.1	1.3%	0.2	58	1.6%
O=c1[nH]c(CSc2nc3ccccc3s2)nc2cc(Cl)ccc12	-3.7%	8.0%	7.8%	-0.2%	x	x	3.7%	-0.8	58	x
CN(CCc1ccccn1)C(=O)c1cccnc1Oc1ccc(Cl)cc1	-1.9%	30.8%	12.2%	-0.2%	i	x	1.6%	1.6	43	x
COc1ccccc1CNC(=O)CSc1ccc(-c2cccs2)nn1	25.2%	-32.7%	14.9%	0.4%	i	1.1	-2.4%	1.8	73	-1.8%
CCc1cc2c(nc1CC)CCN(CC/C(C)=N/OC[C@H]1O[C@H](c3ccccc3)C=C[C@@H]1Oc1ccc(OC)cc1)C2	-29.6%	-4.1%	17.6%	-0.1%	x	1	1.5%	4.4	48	-1.3%
Cc1c(C(=O)N2CCc3ccccc3C2)sc2nc(-c3ccccc3)cn12	33.6%	-50.0%	10.5%	0.6%	i	1	0.2%	3.2	40	x
Cc1cccc(Cn2c(SCC(=O)Nc3ccccc3)nc3c2c(=O)[nH]c(=O)n3C)c1	-2.3%	-16.7%	18.1%	-0.3%	i	1.1	1.7%	-0.8	55	-2.0%
CC(=O)Nc1sc(N/N=C\c2ccco2)nc1-c1cccs1	-6.5%	5.0%	5.6%	0.2%	i	1	-0.9%	0.1	62	-1.5%
CCOc1ccccc1NC(=O)N1CCC(C(=O)c2ccc(F)cc2)CC1	-21.6%	-33.5%	-3.0%	-0.1%	i	1.1	x	-0.6	90	0.0%
Cc1ccc(/C=C2\SC(=S)N(C3CCS(=O)(=O)C3)C2=O)cc1 (stereo not drawn)	24.1%	15.2%	25.6%	-0.3%	i	1	-4.7%	1.5	41	-0.3%
NC(=O)c1cccc(CC(=O)c2ccccc2)c1	2.0%	16.4%	-2.7%	-0.2%	i	x	-4.0%	0.3	47	x

(continued)
SMILES	NOD1 inhibition	KOR beta-arrestin-1	NOD2 inhibition	GPR55 activation	Yfh1-depleted yeast	TNAP activation fold	KOR beta-arrestin-2	NTR1 agonist	NTR1 agonist cell count 20 µM	ER stress rescue
NC(=O)c1ccc(=O)n(Cc2ccc(Cl)cc2Cl)c1	-8.6%	-23.4%	0.9%	0.2%	x	x	0.3%	-1.5	85	x
COCc1cc(C)nc(SCC(=O)Oc2ccccc2)c1C#N	-33.7%	-10.0%	-12.1%	0.0%	i	1.2	0.4%	0.7	63	0.0%
CC(=O)Nc1ccc(NC(=O)c2ccccc2CC[N+](=O)[O-])cc1	-36.5%	3.6%	-19.7%	-0.1%	i	1.1	2.9%	0.1	45	2.4%
COc1ccc(CC(=O)OCC(=O)Nc2ncc(Cl)cc2Cl)cc1OC	-8.0%	5.7%	1.5%	-0.1%	i	1	4.7%	2.3	68	-0.5%
CCOc1ccc(/C=N/NC2=NCCCCC2)cc1	-9.4%	-20.8%	-9.8%	0.7%	i	1	6.2%	1.0	43	-0.1%
CCc1ccc(NC(=O)C(C)n2nc(C)c([N+](=O)[O-])c2C)cc1 (stereo not drawn)	-29.5%	15.3%	4.5%	1.7%	i	1.2	-2.4%	-0.7	50	-0.7%
COC(=O)c1cccc(NCN2C(=O)c3ccccc3C2=O)c1	1.9%	13.9%	14.8%	0.1%	i	1.1	7.9%	3.3	85	0.9%
CSc1nncc(/C(C)=N\Nc2cccc(C)c2)n1	20.7%	-38.6%	-1.8%	-0.1%	i	1	4.6%	-0.1	50	-3.0%
CC(NC(=S)Nc1cccc(C(F)(F)F)c1)C(C)(C)C (stereo not drawn)	-21.6%	-68.5%[20 µM]	-29.3%	0.2%	i	1.1	5.0%	2.8	41	-2.5%
COc1cccc(-n2c(=O)c3sccc3n(CC(=O)NC3CCCC3)c2=O)c1	-11.3%	-0.9%	14.5%	-0.2%	x	x	-0.6%	-0.4	42	x
COc1ccc(-c2[nH]ncc2CN(Cc2nccn2C)C(C)C)c(F)c1	-19.1%	-6.5%	-14.9%	-0.1%	i	0.7	-2.7%	-0.4	71	1.8%
CCN1CCN(C(=O)c2ccc(OC)c(S(=O)(=O)Nc3ccc(C)cc3)c2)CC1	-26.4%	-0.3%	7.8%	-0.2%	i	1.1	-5.0%	1.1	60	-1.2%
COc1cccc(/C=C2\SC(=S)N(CCCC(=O)Nc3ccc(C(=O)O)cc3)C2=O)c1	-11.8%	-37.9%	-1.5%	-0.1%	x	x	6.5%	3.0	73	x
CCCC(=O)c1cc2ccccc2oc1=O	-2.2%	-18.4%	-7.0%	-0.1%	i	1	2.3%	-0.1	84	-0.5%
Cc1nc2ccc([N+](=O)[O-])cc2c(=O)n1Cc1cccc(F)c1	2.8%	-1.4%	2.6%	0.0%	x	x	-0.3%	0.1	91	x
CCOc1ccc(C(=O)NC(=S)Nc2ccc(N3CCCCC3)cc2)cc1[N+](=O)[O-]	67.6%	1.9%	21.6%	0.0%	i	1.1	2.6%	1.5	46	1.0%
CC(NC(=O)OCc1ccccc1)C(=O)N1CC(O)CC1C(=O)O (stereo not drawn)	-16.9%	15.1%	-8.5%	0.2%	i	1	12.5%	x	x	-1.4%
CC/C(=N\NC(=O)c1ccc(N2CCCC2=O)cc1)c1ccccc1	-34.8%	10.7%	-8.5%	0.3%	x	x	-2.7%	0.4	48	x
C/C(=N/Nc1ccc(C)cc1)C1(C)N(O)C(C)(C)C(c2ccco2)=[N+]1[O-] (stereo not drawn)	-34.4%	-18.8%	-6.8%	-0.4%	i	1.1	1.9%	-0.3	79	7.1%
CCn1nnnc1SCC(=O)Nc1nnc(C(C)C)s1	-0.6%	7.3%	10.5%	-0.2%	i	1.1	-2.4%	6.0	95	-3.1%
CN(C)c1ncc([N+](=O)[O-])cc1C(F)(F)F	3.3%	-9.6%	16.4%	0.2%	i	x	3.2%	0.5	54	x
O=C(c1ccc(Br)cc1)N1CCC(C(=O)N2CCN(c3ccccc3)CC2)CC1	-24.5%	1.1%	2.4%	-0.1%	x	x	4.1%	1.1	60	x
COc1cc(CCC(=O)OCn2nnc3ccccc3c2=O)cc(OC)c1OC	-3.4%	-14.5%	-4.2%	-0.2%	i	1	-6.9%	-0.6	80	2.0%
CCOC(=O)/C(=C\c1ccc([N+](=O)[O-])cc1)C(=O)c1cc(C(C)=O)c(Nc2ccccc2)s1	35.2%	-4.1%	-45.2%	x	i	0.9	5.9%	49.8*	50*	-3.8%

Reprinted at random: 3 records from the list
SMILES	NOD1 inhibition	KOR beta-arrestin-1	NOD2 inhibition	GPR55 activation	Yfh1-depleted yeast	TNAP activation fold	KOR beta-arrestin-2	NTR1 agonist	NTR1 agonist cell count 20 µM	ER stress rescue
CN(C)c1ncc([N+](=O)[O-])cc1C(F)(F)F	3.3%	-9.6%	16.4%	0.2%	i	x	3.2%	0.5	54	x
CCOc1ccc(/C=N/NC2=NCCCCC2)cc1	-9.4%	-20.8%	-9.8%	0.7%	i	1	6.2%	1.0	43	-0.1%
CCCC(=O)c1cc2ccccc2oc1=O	-2.2%	-18.4%	-7.0%	-0.1%	i	1	2.3%	-0.1	84	-0.5%
